Bioassay records: PubChem, several laboratories
DAX1 inh-1 – NR0B1 (DAX1) inhibition; 340,000 tested, 0.99% active; HEK293 Gal4-DAX1 luciferase reporter, luminescence; inhibition, % at 6.75 µM; P51843; AID 504766;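 active = inhibition above the mean over all tested compounds plus 3 SD, cut at about 4.2% in these data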;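 also: 0% = DAX1-transfected cells with DMSO and 100% = empty-vector control cells with DMSO; inhibition shows as a rise in luminescence from relieved DAX1 repression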
SMARCA2 activ – increases SMARCA2 function in MMTV reporter cells | MG213 cells, MMTV-luciferase reporter, dexamethasone, overnight | activation, % at 9.1 µM | 370,000 tested, 1% active; in the data active = activation above about 7.8%;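 also: 0% = vehicle wells and 100% = reference activator wells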
DAX1 inh-2 – DAX1 (NR0B1) inhibition, primary screen; inhibition, % at 6.8 µM; 370,000 tested, 1.1% active; AID 652010; HEK293T StAR-luciferase reporter, SF-1/DAX-1 repression relief;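 active = inhibition above the mean over all tested compounds plus 3 SD, cut at about 3.6% in these data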;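 also: 0% = DAX-1 cells with DMSO and 100% = cells lacking DAX-1 with DMSO; higher inhibition means more luminescence from relief of DAX-1 repression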
FXN GAA850 act – increases GAA850 frataxin promoter reporter activity; activation, % at 6 µM; HEK293 lucGAA850 FXN promoter luciferase reporter, 24 h; percent of 10 µM SAHA response; AID 540364; 360,000 tested, 0.56% active;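 active = activation above the average of all compounds screened plus 3 SD, cutoff fixed separately per campaign, cut at about 7.5% in these data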;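 also: 0% = DMSO wells and 100% = 10 µM SAHA wells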
PG9 Ab binder – binds the HIV-1 gp120 antibody PG9; TR-FRET gp120-PG9 antibody binding; inhibition, % at 6.7 µM; 360,000 tested, 0.43% active; in the data active = inhibition above about 8.5%
hcDAF12 agonist – activates DAF-12 receptor from parasite H. contortus. HEK293 hcDAF-12 lit1-tk-luc reporter, luminescence; 0% DMSO, 100% Δ7-dafachronic acid. activation, % at 6.8 µM. 370,000 tested, 1.4% active;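 active = activation above the mean of all tested compounds plus 3 SD, cut at about 5.5% in these data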;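 also: 100% = response to 3 µM Δ7-dafachronic acid high control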
sPLA2-III inh – Inhibits HGIII-sPLA2 liposome hydrolysis, primary screen; 370,000 tested, 0.56% active; inhibition, % at 12.2 µM; QFRET BODIPY PC-A2 liposome hydrolysis, fluorescence; AID 743126; Q9NZ20;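 active = inhibition above mean plus 3 SD of compounds lying within the high and low control bounds, cut at about 19% in these data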;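 also: 0% = median of test compound wells and 100% = no enzyme DMSO wells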
Rev-erbA mod – modulates human Rev-erb alpha binding to DNA | P20393 | Rev-erbα–FITC-DNA binding, fluorescence polarization, 90 min | activity, % at 10 µM | 370,000 tested, 0.79% active | AID 1259318;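 active = activity above about 14%, limit read from the data; passing the limit was not always enough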;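 also: 0% = DMSO wells with 35 nM protein and 100% = DMSO wells with 750 nM protein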
hgDAF-12 ag – activates the H. glycines DAF-12 receptor ligand-binding domain. HEK293 GAL4-hgDAF12 UAS-luciferase reporter, agonist luminescence; normalized to butyrate control. activation, % at 6.8 µM. 370,000 tested, 1.8% active. AID 687014;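 active = activation above a cutoff set at the mean of all screened compounds plus 3 SD, cut at about 10% in these data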;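 also: 0% = DMSO wells and 100% = sodium butyrate wells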
PLC-beta3 inh – inhibitors of human phospholipase C beta3 | Purified PLC-beta3, fluorogenic substrate, fluorescence | inhibition, % at 12.2 µM | Q01970 | 370,000 tested, 0.18% active; in the data active = inhibition above about 11%;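 also: 0% = median of compound wells on plate and 100% = full blocker control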
Target sequence (Q01970 whole entry, looked up): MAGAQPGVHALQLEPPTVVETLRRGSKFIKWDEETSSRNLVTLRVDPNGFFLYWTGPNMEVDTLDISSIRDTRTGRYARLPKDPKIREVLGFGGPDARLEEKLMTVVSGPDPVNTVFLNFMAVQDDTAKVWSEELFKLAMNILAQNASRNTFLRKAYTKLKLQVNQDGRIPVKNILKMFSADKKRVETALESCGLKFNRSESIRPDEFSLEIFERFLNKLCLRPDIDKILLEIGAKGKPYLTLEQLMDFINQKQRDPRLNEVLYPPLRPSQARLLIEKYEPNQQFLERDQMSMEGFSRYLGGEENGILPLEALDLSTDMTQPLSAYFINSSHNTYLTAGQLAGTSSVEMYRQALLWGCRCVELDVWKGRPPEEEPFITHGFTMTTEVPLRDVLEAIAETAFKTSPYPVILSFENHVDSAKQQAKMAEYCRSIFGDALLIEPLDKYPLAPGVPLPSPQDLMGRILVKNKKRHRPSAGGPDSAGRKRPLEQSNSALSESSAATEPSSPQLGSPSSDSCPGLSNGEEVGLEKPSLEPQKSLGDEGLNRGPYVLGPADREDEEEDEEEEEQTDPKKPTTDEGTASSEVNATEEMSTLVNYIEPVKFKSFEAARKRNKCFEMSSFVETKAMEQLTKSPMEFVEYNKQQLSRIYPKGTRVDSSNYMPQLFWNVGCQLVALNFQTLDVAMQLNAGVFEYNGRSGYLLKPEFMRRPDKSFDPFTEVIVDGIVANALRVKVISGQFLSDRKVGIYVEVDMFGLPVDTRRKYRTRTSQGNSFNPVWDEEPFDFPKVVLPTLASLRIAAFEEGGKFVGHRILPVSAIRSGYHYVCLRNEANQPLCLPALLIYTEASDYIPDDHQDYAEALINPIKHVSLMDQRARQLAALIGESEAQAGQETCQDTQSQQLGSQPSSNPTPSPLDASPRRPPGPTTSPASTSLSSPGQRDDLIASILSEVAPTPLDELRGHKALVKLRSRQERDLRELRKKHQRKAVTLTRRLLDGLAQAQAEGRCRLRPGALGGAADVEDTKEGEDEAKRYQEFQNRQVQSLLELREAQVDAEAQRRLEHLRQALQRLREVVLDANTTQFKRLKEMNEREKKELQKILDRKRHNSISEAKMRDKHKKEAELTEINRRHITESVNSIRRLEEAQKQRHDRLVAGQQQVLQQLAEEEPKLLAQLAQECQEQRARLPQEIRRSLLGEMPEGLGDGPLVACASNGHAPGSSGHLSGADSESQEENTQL
ssDAF-12 act – activates DAF-12 receptor from parasite S. stercoralis; 370,000 tested, 1% active; HEK293 ssDAF-12/GRIP1 lit1-tk-luc reporter, luminescence; % of 3 µM dafachronic acid response; AID 652126; activation, % at 6.8 µM;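 active = activation above the mean over all tested compounds plus 3 SD, cut at about 0.9% in these data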;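 also: 0% = DMSO-only wells and 100% = 3 µM delta7-dafachronic acid wells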
Starred values were filed as active, the others as inactive; . = no result given.

SMILES	DAX1 inh-1	SMARCA2 activ	DAX1 inh-2	FXN GAA850 act	PG9 Ab binder	hcDAF12 agonist	sPLA2-III inh	Rev-erbA mod	hgDAF-12 ag	PLC-beta3 inh	ssDAF-12 act
CSc1ncnc2c1ncn2CCCNCC1CCCO1 (configuration not stated)	-0.2	-3	-1.4	-1.4	0.0	-1.9	15	4	1.6	2	-1.1
Cc1ccccc1C(=O)N1CCC(C(=O)Nc2ccc(C(C)C)cc2)CC1	-3.3	-2	-7.8	-2.8	-1.3	-3.8	-9	-5	-3.9	-10	-2.0
C#CCN1CC(N(C)CCOC(=O)c2ccc([N+](=O)[O-])cc2)CS1(=O)=O (configuration not stated)	.	-4	-0.2	.	.	-0.8	-4	-3	3.1	4	-0.5
O=C(COC(=O)c1cccnc1Cl)c1ccc(Cl)cc1Cl	-0.6	-2	0.0	0.2	0.8	-1.3	-8	-4	0.9	-1	-1.2
CC(=O)c1ccc(N2CCN(C(=O)[C@H](C)NC(=O)c3ccccc3Cl)CC2)cc1	6.0*	-1	0.8	0.2	1.6	-0.7	4	-5	-0.5	-12	-0.7
Cc1ccc(S(=O)(=O)N2CCN(C(=O)NCc3ccc(F)cc3)CC2)c(C)c1	1.4	-3	-0.2	-0.3	-0.1	-2.3	-6	6	0.0	4	-1.5
CN(C(=O)CSc1nnc(Cc2ccccc2F)n1N)C1CCS(=O)(=O)C1 (configuration not stated)	-0.6	1	-0.3	0.7	0.0	-1.0	9	-8	1.1	-2	-1.2
Cc1ccc(S(=O)(=O)N2CCCC(NC(=O)N3CCN(c4ccccc4)CC3)C2)cc1 (configuration not stated)	-0.8	-1	-0.8	-0.4	-2.1	-1.2	-17	7	-3.5	4	-1.8
Cc1ccc(-c2cc(C(=O)OCC(=O)N(C)c3c(N)n(Cc4ccccc4)c(=O)[nH]c3=O)c3ccccc3n2)o1	0.6	-3	-0.3	0.8	-2.6	-2.1	-2	0	2.3	-133	-1.0
CCOc1ccc(N(CC(=O)NCc2ccccc2Cl)S(=O)(=O)c2c(C)noc2C)cc1	0.9	4	0.0	-0.8	-2.3	-0.2	2	4	0.8	5	-0.9
Cc1ccc(C(OC(=O)c2ccco2)C(=O)NCc2cccs2)cc1 (configuration not stated)	-0.3	3	0.2	-0.5	-1.1	1.6	-9	-2	1.1	2	-1.1
COc1ccc(-n2cnnc2SCC(=O)NCc2cccs2)cc1	-0.1	1	-0.8	-2.1	1.5	-0.5	3	0	0.9	-1	-1.5

Brought forward from above: two entries; new compounds follow.
SMILES	DAX1 inh-1	SMARCA2 activ	DAX1 inh-2	FXN GAA850 act	PG9 Ab binder	hcDAF12 agonist	sPLA2-III inh	Rev-erbA mod	hgDAF-12 ag	PLC-beta3 inh	ssDAF-12 act
Cc1ccc(C(OC(=O)c2ccco2)C(=O)NCc2cccs2)cc1 (configuration not stated)	-0.3	3	0.2	-0.5	-1.1	1.6	-9	-2	1.1	2	-1.1
COc1ccc(-n2cnnc2SCC(=O)NCc2cccs2)cc1	-0.1	1	-0.8	-2.1	1.5	-0.5	3	0	0.9	-1	-1.5
Cc1nc(C(=O)N2CCC(n3nccc3NC(=O)Nc3ccccc3Cl)CC2)cs1	0.0	-1	0.3	0.6	2.4	-0.5	5	-3	1.0	-3	-1.2
O=C(CC(c1ccc(F)cc1)c1ccco1)N1CCOCC1 (configuration not stated)	-0.4	0	-0.2	1.9	-2.5	-1.6	2	-2	-1.1	0	-1.1
COc1cc(NS(=O)(=O)c2cc3[nH]c(=O)c(=O)[nH]c3cc2C)cc(OC)c1OC	4.8*	-2	0.7	0.3	-1.1	5.1	6	2	-1.9	-1	-1.4
CCCCC(C(=O)NC(=O)NCc1ccccc1)N1C(=O)c2ccccc2C1=O (configuration not stated)	0.3	-2	-0.1	1.3	0.7	-0.5	-5	-1	1.0	3	-0.9
CC(C)[C@@H]1NC(=O)[C@@H]2CSCCS(=O)(=O)N2C1=O	.	4	1.4	.	0.7	-0.1	7	2	1.7	0	-1.0
CCSc1nnc(NC(=O)CSc2nnc(CNC(=O)c3ccc(OC)cc3)o2)s1	-0.8	-2	0.3	1.9	-0.2	0.3	8	-1	1.9	-5	-0.8
CC(C)(C)n1nnnc1CN1CCSCC1	0.5	0	0.3	0.1	-0.2	-0.4	5	-4	-0.7	3	-1.0
COc1ccc(OC)c(CNC(=O)c2ccc(C)c(NC(=O)C3=C(C)OCCS3)c2)c1	-0.6	-5	-0.7	2.1	2.9	-2.2	3	3	-2.2	-11	-1.1
CC(=O)C1CCC2C3CCC4CC(=O)CCC4(C)C3C(C)(O)CC12C (configuration not stated)	-0.2	2	0.1	2.2	1.0	-1.9	-8	1	-0.6	7	-1.0
Cc1ccc(OCc2ccc(C(=O)Nc3nc4ccccc4n3Cc3ccccc3)o2)c([N+](=O)[O-])c1	-0.9	0	-0.1	0.3	-0.2	-0.3	-3	-7	-1.0	0	-0.2
COc1ccc(C2C(C(=O)N3CCCCC3)CC(=O)N2c2ccc(OC)cc2)cc1 (configuration not stated)	-1.0	-8	-0.7	-1.3	2.0	0.1	1	-8	-1.5	3	-1.3
Cc1nn(CC(=O)O)c(C)c1[N+](=O)[O-]	-0.8	0	-0.1	1.3	0.4	-0.5	0	-3	-0.7	2	-0.9
S=C(NNc1ccnc2cc(Cl)ccc12)Nc1ccc(Cl)cc1Cl	-0.1	-3	-0.7	2.0	-0.9	-0.5	-6	2	0.0	-42	-1.6
COC(=O)c1ccc2nc(-c3ccc(C)cc3)c(Cc3ccccc3OC)n2c1	.	0	0.8	.	-3.6	1.0	-17	-1	0.0	-13	-0.8
O=C(Nc1ccc(O)cc1)c1cc(S(=O)(=O)N2CCCC2)ccc1Cl	1.0	-2	-2.1	-0.5	0.9	-1.5	-6	4	-2.0	-1	-1.6
CCOC(=O)c1cccc(NC(=O)CSc2nc3ccccc3c(=O)n2CCOC)c1	2.6	-6	0.2	-3.0	5.2	-0.9	-1	6	-2.3	0	-1.4
COC(=O)C1=C(C)N(Cc2ccc(Br)cc2)C(=S)NC1c1ccccc1 (configuration not stated)	.	-7	-1.6	.	1.2	0.8	12	9	-3.0	-1	-1.0
C=CCSc1nnc2c(n1)OC=Nc1ccc(Br)cc1-2	-1.7	2	1.4	-0.7	-0.1	1.7	2	3	3.4	-1	-0.1
CC(C)(CNCc1ccccc1)NS(=O)(=O)c1ccccc1	1.3	-4	1.3	0.1	0.8	-0.6	10	6	5.1	0	-0.8
O=C(NC1CC1)C1CC(=O)N(C2CCCCC2)C1 (configuration not stated)	1.1	1	-0.3	-0.6	-0.2	0.0	-3	1	2.4	2	-1.0
O=C(NC(=S)NCC1CCCO1)c1cccs1 (configuration not stated)	-0.1	3	0.0	0.9	-0.8	-1.4	7	1	-0.6	-1	-1.5
Brc1ccccc1C1Cc2nnccc2CN1 (configuration not stated)	.	0	0.2	.	-0.6	-2.2	-1	-1	-3.5	-1	-1.3
Cc1ccc(NC(=O)c2ccc3c(c2)OCO3)cc1S(=O)(=O)N1CCOCC1	-1.6	-5	-0.9	-0.5	-0.6	-1.2	13	5	0.7	-7	-1.9
Cc1c(NC(=O)c2cnn3c2NC(c2ccccc2)CC3C(F)(F)F)c(=O)n(-c2ccccc2)n1C (configuration not stated)	-0.6	3	0.2	0.5	-5.4	-1.5	-2	1	-0.4	2	-1.1
CC(C)Cc1nnc(NC(=O)CCC(=O)Nc2ccc(Cl)cc2)s1	0.9	0	-0.1	2.4	1.1	-0.2	3	1	0.1	-7	-0.1
CC(=O)N1CCN(c2ccc(NC(=O)c3ccc(C(C)(C)C)cc3)cc2)CC1	-3.0	-3	-1.4	5.1	-2.0	-4.6	6	0	-4.8	-1	-2.1
CC1(OC(=O)C2CCCC2)C(=O)C=C2C=C(c3ccsc3)N(CCc3ccccn3)C=C2C1=O (configuration not stated)	-0.2	2	0.2	0.0	0.8	4.4	6	-5	1.5	-29	-0.9
Cc1nnsc1NC(=O)OCc1ccc(C(F)(F)F)cc1	0.5	2	-0.9	-2.8	-1.4	-0.9	-8	-3	-0.7	-1	-1.0
CC1=Nc2cc(C(=O)NCCCOC(C)C)ccc2Sc2ccc(C)cc21	-1.6	-2	0.2	2.7	1.8	-1.1	-16	-2	-3.6	-6	-1.2
CCc1ccc(NC(=O)CSc2n[nH]c(=O)n2C2CC2)cc1	-1.0	-2	1.6	0.3	1.7	-0.5	10	1	-1.2	-3	-0.7
Cc1ccc(S(=O)(=O)NC(C)C(c2cccs2)N2CCN(c3ccccc3)CC2)cc1 (configuration not stated)	-1.0	-1	-1.1	0.7	1.2	-1.1	-7	-1	0.3	-1	-1.4
O=C(CCCCCN1C(=O)c2ccccc2C1=O)NCc1ccccn1	0.1	-1	-0.1	1.1	0.4	1.0	6	1	3.6	1	-0.6
C=CCn1c(=O)c2c(nc3n2CC(C)CN3CCc2ccccc2)n(C)c1=O (configuration not stated)	0.0	1	-2.4	3.0	-0.4	-2.8	6	-1	-3.6	-5	-2.0
Cc1cccc(NC(=O)CC2C(=O)NCCN2C(=S)Nc2ccccc2)c1 (configuration not stated)	-0.4	-4	-0.8	1.8	0.3	-1.3	5	-5	2.1	2	-0.4
Cc1nn(-c2ccccc2)nc1C(=O)Nc1ccc2c(c1)OCCO2	0.4	1	0.2	0.7	-0.3	-0.9	2	7	2.0	-34	-0.6
Cc1ccc(C=NCc2ccncc2)c(O)c1	0.9	3	-0.6	-2.5	0.2	1.0	-2	-2	-2.0	1	-1.6
CC(C)(C)Sc1ccc([N+](=O)[O-])cc1C(=O)Nc1ccncc1	1.4	3	0.2	2.0	-1.3	1.2	-2	3	0.1	-17	0.1
COc1ccc(CC(=O)NNc2ncnc3c2cnn3-c2ccc(C)cc2)cc1OC	-0.3	-3	-0.1	1.7	0.7	-1.4	-13	0	1.7	1	-1.4
Cc1ccc(S(=O)(=O)NNC(=O)CCC(=O)Nc2ccccc2)cc1	-1.3	0	0.7	-0.7	-0.3	0.4	0	-7	-0.4	2	-1.0
Cc1onc(-c2ccc(Cl)cc2)c1-c1ccnn1S(=O)(=O)c1cccc(C(F)(F)F)c1	.	1	-0.1	0.9	0.0	-1.6	-4	1	-0.8	-6	-0.9
O=C(/C=C/c1ccccc1)NCCSCc1ccccc1Cl	-0.7	1	-0.1	-0.9	-0.1	-1.6	-14	-4	-2.1	-1	-0.9
O=C(Cn1nnc(-c2ccc(OCc3ccccc3F)cc2)n1)N1CCOCC1	0.5	1	0.2	-1.1	1.9	-0.9	-3	2	1.0	3	-1.4
O=C(c1ccccc1F)N1CCCC(C(=O)N2CCc3ccccc3C2)C1 (configuration not stated)	2.9	-6	-0.3	1.0	-1.9	-1.3	6	3	-0.1	-8	-1.0
COc1ccc(CNC(=O)COC(=O)c2nc3nc(C)cc(C)n3n2)cc1	1.4	-3	0.4	0.9	0.6	1.6	14	2	-2.6	-6	-0.8
